ERK EGF block: inhibitors of EGF-stimulated ERK signaling pathway; Potency, µM (top dose mostly 11.5 µM), for inactives: at the top dose activity change, negative = inhibition, most hits filed as inhibitors; 130,000 tested, 0.41% active; HEK293-V1b, EGF-stimulated phospho-ERK AlphaScreen; active = well fitted inhibition curve with a large enough effect; inconclusive = small, poorly fitted or top-dose-only effect, or effect the other way;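 also: plate controls were stimulated vehicle wells for no effect and unstimulated vehicle basal for full effect; nearly all actives have a fitted effect of over 55% in size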
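Readout: AlphaScreen signal for phosphorylated ERK in lysed HEK293 cells stably expressing V1b. Stimulus 25 nM EGF, 5 min, following 30 min compound exposure. Data scaled to DMSO basal and full EGF activation.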
* hit, by the source's call; ? = inconclusive; & = joins results of further samples; [ ] = dose if it differs, or a comment. Potency is read from the fitted curve at half-maximal effect. These rows are one share of the data; rates above refer to the full screens.

SMILES	ERK EGF block
Cn1c(NC(=O)Cc2cccc3ccccc23)cc(=O)n(C)c1=O	7%
CCC(C)NC(=O)c1ccccc1-c1ccccc1C(=O)NC(C)CC (centres undefined)	6%
COc1ccc([N+](=O)[O-])cc1NC(=O)C1(c2ccccc2)CCOCC1	0%
COc1ccc(-n2ncc3c(NCC(C)C)ncnc32)cc1	-9%
CCOC(=O)c1cn(CC)c2cc(N3CCOCC3)c(F)cc2c1=O	1%
CC(=O)O[C@]1(C(C)=O)CC[C@H]2[C@@H]3C=C(C)C4=CC(=O)CC[C@]4(C)[C@H]3CC[C@@]21C	-12%&-2%[57.5 µM]
CC(C)c1ccc(NC(=O)N2CCc3ccccc3C2)cc1	3%
Cc1ccc(S(=O)(=O)NNC(=O)C2CCN(Cc3ccccc3)CC2)cc1	-1%
COCCCn1nnnc1SCC(=O)Nc1ccc2c(c1)OCCO2	-3%
Cc1ccc(-c2cc(-c3n[nH]c(=S)n3C)c3ccccc3n2)cc1	-1%
COc1ccc(S(=O)(=O)NCCC(=O)NC2CCCCCCC2)cc1	6%
Cc1cc(OCC#N)nc(N)n1	6%
CC(=O)c1oc2ccccc2c1NC(=O)CN1CCCCC1	2%
C/C(=N\Nc1ccc(Cl)c(C(=O)O)c1)c1ccc2c(c1)OCO2	13%
CC(NC(=O)c1cc(=O)[nH]c2ccc(Br)cc12)c1ccccc1 (centres undefined)	-7%
Cn1nc(OCC(N)=O)ccc1=O	-3%
COc1ccccc1N1CCN(C2CCN(C(=O)COc3ccccc3)CC2)CC1	8%
COCCN(CCOC)S(=O)(=O)c1ccc(C(=O)Nc2nnc(COC)o2)cc1	-10%
O=C1c2ccccc2C(=O)N1n1cccc1	6%
O=C(CSc1nc2ccccc2o1)N/N=C/c1ccc(O)c(O)c1	9%[57.5 µM]
O=C(CNS(=O)(=O)c1ccccc1)NCC(=O)OCc1ccccc1F	1%
COC(=O)C1=C(C)OC(N)=C(C#N)C1c1ccco1 (centres undefined)	8%
CCOC(=O)c1cc2c(=O)n3cccc(C)c3nc2n(CC(C)C)c1=NC(=O)c1ccco1	-10%[57.5 µM]
CCCNC(=S)N(Cc1ccccc1)Cc1nc2ccccc2c(=O)[nH]1	1%
Cc1ccc(SCC(=O)c2ccc(CC(=O)O)s2)cc1	4%[57.5 µM]
CCOC(=O)C1=C(N)Oc2cc(O)ccc2C1c1cccc([N+](=O)[O-])c1 (centres undefined)	-1%
CC(=O)Nc1ccc(S(=O)(=O)N2c3ccccc3NC(=O)CC2C)c(Cl)c1 (centres undefined)	-4%[57.5 µM]
Cc1ccc(-c2nc(N)n(S(=O)(=O)c3ccc(C)cc3)n2)cc1	-4%[57.5 µM]
Cc1ccc(Oc2nc(-c3ccccn3)nc3ccccc23)cc1	-5%[57.5 µM]
CCC/C=C(\CCC)C(NS(C)(=O)=O)c1ccccc1 (centres undefined)	10%
Cc1cc(NC(=O)c2cc3cccc([N+](=O)[O-])c3[nH]2)ccc1F	?
Cc1ccc(S(=O)(=O)N2CCOCC2)cc1NC(=O)COC(=O)c1n[nH]c(=O)c2ccccc12	5%
COc1ccc(S(=O)(=O)N2CC(O)C[C@H]2C(=O)OCC(=O)N2CCCCCC2)cc1 (some centres undefined)	1%
CNS(=O)(=O)c1cccc(C(=O)OCC(=O)Nc2ccc(N3CCCCC3)cc2)c1	-8%
C=CCn1c(N/N=C/c2ccc(O)cc2)nc2ccccc2c1=O	-3%
CCCNC(=O)C1CC(c2cccc(F)c2)=NO1 (centres undefined)	3%[57.5 µM]
CCOC(=O)c1ccc(NC(=S)NCc2ccco2)cc1	16%[57.5 µM]
COc1cc(OC)c(C(=O)OCC(=O)NCCc2ccccc2)cc1OC	4%
OCC(O)CN(c1ccccc1)c1ccccc1 (centres undefined)	9%
CC(=O)C1=C(C)OC2(O)c3ccccc3C(=O)C12O (centres undefined)	4%[57.5 µM]
O=C(/C=C\c1cccs1)N1CCN(Cc2ccc3c(c2)OCO3)CC1	9%
COc1ccc(C2=NN(c3nc4ccccc4s3)C(=O)/C2=C\N(C)C)cc1	-2%
NC(=S)N1CCCc2ccccc21	-8%[57.5 µM]
CN(/C=C/c1c([N+](=O)[O-])c(=O)n(C)c(=O)n1C)c1ccccc1	7%
CCN(CC)S(=O)(=O)c1cc(C(=O)OCC(=O)NC(=O)c2cccn2C)ccc1C	7%
O=C(Cc1ccc([N+](=O)[O-])cc1)N1N=C(C2CC2)CC1(O)C(F)(F)F (centres undefined)	-13%
CN(Cc1cnc2nc(N)nc(N)c2n1)c1ccc(C(=O)NC(CCC(=O)O)C(=O)O)cc1 (centres undefined)	5%
Cc1ccc(C(=O)NC2CCN(C(=O)NC3CCCCC3)CC2)cc1	-9%
Clc1ccc(-c2ncc3ccccn23)cc1	32µM*
N[C@H](C(=O)N[C@@H]1C(=O)N2C(C(=O)O)=C(Cl)CS[C@@H]12)c1ccccc1	0%&-1%[25.7 µM]
COc1ccccc1-c1nnc(SCC(=O)Nc2ccc(S(N)(=O)=O)cc2)n1N	4%[57.5 µM]
NS(=O)(=O)c1cccc(NC(=O)COc2ccc([N+](=O)[O-])cc2)c1	1%
Cc1ccc(C(=O)Nc2ccc(N3CCCC3)cc2)c(C)c1	0%[57.5 µM]
Oc1ccc(/C=N/NC(=S)NC2CC3CCC2C3)cc1 (centres undefined)	-10%[57.5 µM]
O=C(Nc1nnc(C2=COCCO2)o1)c1ccc(S(=O)(=O)N2CCOCC2)cc1	2%
CCOC(=O)c1cn2nc(Oc3ccc(NC(C)=O)cc3)ccc2n1	-3%[57.5 µM]
N#CCCn1c(=O)c(-c2ccc(F)cc2)nc2cnc(Oc3cccc(Cl)c3)nc21	-5%
COCCCNc1nnc(Cc2ccccc2)c2ccccc12	0%
Clc1ccccc1Cc1noc(CN2CCN(Cc3ccccn3)CC2)n1	11%
COc1ccc(C(=O)N2CCN(c3ccccn3)CC2)cc1[N+](=O)[O-]	11%

(list continues)
SMILES	ERK EGF block
COc1ccc(C(=O)NC(=S)Nc2ccc(Cl)c(C(=O)O)c2)cc1	-2%
CCOc1cc2[nH]c(=O)n(Cc3ccc(C(=O)NCCCN4CCCC4=O)cc3)c(=O)c2cc1OCC	-2%
CC1(OC(=O)c2cccs2)C(=O)C=C2C=C(C3CC3)OC=C2C1=O (centres undefined)	6%&-5%
CC(C)C1=CC2=CC[C@H]3[C@](C)(C(=O)O)CCC[C@]3(C)C2CC1 (some centres undefined)	-13%
CC1(C)Cc2nc3sc4c(SCC(=O)O)ncnc4c3cc2CO1	-3%[57.5 µM]
CCOC(=O)Cc1csc(SCC(=O)NC2CCCCC2)n1	0%
COc1ccc(-c2csc(Nc3ccc(S(N)(=O)=O)cc3)n2)cc1OC	?
COc1ccccc1N1CCN(S(=O)(=O)c2c(C)[nH]c(=O)[nH]c2=O)CC1	0%[57.5 µM]
NC(N)=NC(=O)c1nc(Cl)c(N2CCCCCC2)nc1N	-10%&-5%
COC(=O)c1ccccc1NC(=S)N(Cc1ccc2c(c1)OCO2)Cc1cc2cc(C)ccc2[nH]c1=O	5%
CN(C)c1nnnn1-c1ccc(Oc2ccccc2)cc1	-1%
Nc1c(C=C2C=CC(=O)C=C2)c(=O)nc2snc(SCc3ccccc3)n12	-6%[57.5 µM]

4 entries out of the list, arranged by count of non-hydrogen atoms, largest number first:
SMILES	ERK EGF block
COc1ccc(-c2csc(Nc3ccc(S(N)(=O)=O)cc3)n2)cc1OC	?
CC1(C)Cc2nc3sc4c(SCC(=O)O)ncnc4c3cc2CO1	-3%[57.5 µM]
CC(C)C1=CC2=CC[C@H]3[C@](C)(C(=O)O)CCC[C@]3(C)C2CC1 (some centres undefined)	-13%
CN(C)c1nnnn1-c1ccc(Oc2ccccc2)cc1	-1%

(cont.)
SMILES	ERK EGF block
COc1cc(OC)c(-c2nc3cnccc3n2C)cc1OC	9%[57.5 µM]
CCN(CC)S(=O)(=O)c1cc(NC(=O)COC(=O)CCC(=O)c2ccc(F)cc2)ccc1C	-5%
O=C(COC(=O)c1ccc(S(=O)(=O)NCc2ccco2)cc1)Nc1ncc(Cl)cc1Cl	3%
COc1cc(C2CC(=O)c3cnc(NC(C)=O)nc3C2)cc(OC)c1OC (centres undefined)	0%
Cc1ccc(NCN2C(=O)C(=O)c3ccccc32)nc1	-2%
C=CCc1cc(/C=C2/NC(=O)N(CC)C2=O)cc(OCC)c1OCc1ccc(C(=O)O)cc1	2%
COc1ccc(-c2nnn(CC(=O)N3CCN(c4ccccc4OC)CC3)n2)cc1OC	-4%
NCCC[C@@H](CC(=O)N[C@@H]1CCNC[C@H]1C(=O)N[C@H](CC(=O)N[C@@H](CCC(=O)O)CC(=O)O)Cc1ccccc1)NC(=O)C[C@H](Cc1ccccc1)NC(=O)[C@@H]1CCCC[C@H]1N	-3%
Cc1cc(/C=C(\C#N)C(=O)NC2CC2)c(C)[nH]1	10%
O=C1C=CC(=O)N1c1ccc(Sc2ccc([N+](=O)[O-])cc2)cc1	?
O=C(NCc1ccccc1)N1CCn2c(nc3ccccc32)C1	10%
O=C(Nc1cccc(S(=O)(=O)N2CCOCC2)c1)c1cnccn1	-3%
Fc1ccccc1Cc1noc(CN(Cc2ccccn2)CC2CCCO2)n1 (centres undefined)	1%
CC(C)NCC(O)COCCOc1ccc(C(C)(C)C)cc1 (centres undefined)	9%
Cc1ccnc(NC(=O)CCCOc2ccc(Cl)cc2C)c1	-6%
CC(=O)c1ccc(NC(=S)N2CCC(Cc3ccccc3)CC2)cc1	0%[57.5 µM]
O=C(Nc1ccc(Br)cc1)Nc1ccccc1Cl	-5%[57.5 µM]
Nc1nc(/C=C/c2ccc(F)cc2)nc(-c2ccccc2O)n1	4%
O=c1c(O)c(-c2ccc(O)c(O)c2)oc2c(OC[C@@H]3O[C@@H](O)[C@@H](O)[C@H](O)[C@H]3O)c(O)cc(O)c12	-2%
O=C(COc1cccnc1[N+](=O)[O-])Nc1cccc(S(=O)(=O)N2CCOCC2)c1	4%
CCOC(=O)C1CCCN(c2c(C(=O)c3ccccc3)cnc3ccccc23)C1 (centres undefined)	?
COc1ccc(COC(=O)c2ccc3c(=O)n4c(nc3c2)CCC4)cc1F	-7%[57.5 µM]
O=C(COC(=O)/C=C/c1ccco1)NCc1ccccc1Cl	-2%
CC(C)(C)c1cc(C(=O)NCCN2CCCC2)cc(C(C)(C)C)c1	0%

4 compounds picked at random from those above:
SMILES	ERK EGF block
Fc1ccccc1Cc1noc(CN(Cc2ccccn2)CC2CCCO2)n1 (centres undefined)	1%
COc1ccc(COC(=O)c2ccc3c(=O)n4c(nc3c2)CCC4)cc1F	-7%[57.5 µM]
Nc1nc(/C=C/c2ccc(F)cc2)nc(-c2ccccc2O)n1	4%
O=C(Nc1ccc(Br)cc1)Nc1ccccc1Cl	-5%[57.5 µM]

Other entries:
SMILES	ERK EGF block
O=C1CCC/C(=N/NC(=O)c2cc(NS(=O)(=O)c3cccs3)cc(NS(=O)(=O)c3cccs3)c2)C1	-11%[57.5 µM]
COc1ccc(-c2nc(S(=O)(=O)c3ccccc3)c(N3CCOCC3)o2)cc1	-3%
CC1CCC(C(C)C)C(=O)/C1=C\c1ccc(NC(=O)CCC(=O)O)cc1 (centres undefined)	6%
CCOC(=O)CN/C=C(\C#N)c1ccc(F)cc1	-2%
CCOC(=O)C1=C(C)N(Cc2ccc(C(=O)O)cc2)C(=O)NC1c1ccc([N+](=O)[O-])cc1 (centres undefined)	-4%
Cc1nc([N+](=O)[O-])cn1C(C)C	-2%[57.5 µM]
CC(C)CNC(C(=O)Nc1ccc([N+](=O)[O-])cc1Br)c1ccccc1 (centres undefined)	2%
COc1ccc(/C(C)=N\NC(=O)c2ccc3c(c2)OCO3)cc1OC	0%
NS(=O)(=O)c1cc(C(=O)O)cc(N2CCCC2)c1Oc1ccccc1	-4%[25.7 µM]
O=C(CSc1nc(O)c(Cc2ccccc2)c(=O)[nH]1)N1CCOCC1	4%[57.5 µM]
COc1cc(NS(=O)(=O)c2ccc(N)cc2)nc(OC)n1	-15%
CCOC(=O)c1c(C)c(-c2ccccc2)n(CC(=O)NCCCN(CC)CC)c1C	?
O=C(COC(=O)c1ccc2c(=O)n3c(nc2c1)CCC3)Nc1ccccc1F	6%
COc1ccccc1C(=O)N/N=C(\C)CC(=O)Nc1ccc(Cl)cn1	7%[57.5 µM]
O=C(O)CC1(CC(=O)Nc2cccc(C(F)(F)F)c2)CCCC1	-14%[57.5 µM]
CSc1nsc(SCC(=O)Nc2nc3ccccc3s2)n1	?
O=C1OCc2ccc(NS(=O)(=O)c3ccc(C(F)(F)F)cc3)cc21	-1%[57.5 µM]
CC(C)C[C@@H](CC(=O)N[C@@H](CCC(=O)O)CC(=O)O)NC(=O)[C@@H]1CCCC[C@H]1NC(=O)C[C@H](CCCN)NC(=O)C[C@H](Cc1ccccc1)NC(=O)[C@@H]1CNCC[C@H]1N	0%
COc1cc(/C=C/C(=O)N2CCCC2)cc(OC)c1OC	-6%[57.5 µM]
CCOC(=O)CSc1ccc2ccccc2n1	-9%
O=C1CC(c2ccccc2Cl)c2c(sc3c(=O)[nH]c(CCl)nc23)N1 (centres undefined)	-2%[57.5 µM]
COc1ccc(CC2(CO)CCN(Cc3cnn(C)c3)CC2)cc1	7%
Cc1cccc(C)c1Nc1ncnc(N)c1[N+](=O)[O-]	-2%
CCc1cccc2c(C(=O)COC(=O)c3ccccc3)c[nH]c12	?
CCN(CC)CC(O)COC(c1ccccc1)c1ccccc1 (centres undefined)	6%[57.5 µM]

Another view of some results above:
COc1cc(/C=C/C(=O)N2CCCC2)cc(OC)c1OC
  ERK EGF block: -6%[57.5 µM]
CCOC(=O)CSc1ccc2ccccc2n1
  ERK EGF block: -9%
O=C1CC(c2ccccc2Cl)c2c(sc3c(=O)[nH]c(CCl)nc23)N1 (centres undefined)
  ERK EGF block: -2%[57.5 µM]
COc1ccc(CC2(CO)CCN(Cc3cnn(C)c3)CC2)cc1
  ERK EGF block: 7%

Source: PubChem
